# Screens from PubChem.
# Nrf2 block: blocks Nrf2 signaling. A549 ARE-Fluc reporter, luciferase luminescence, 18-24 h. Potency, µM (series often up to 46 µM), for the others: top-dose activity change, negative = inhibition, most hits filed as inhibitors. actives 2.1% (n = 360,000). AID 504444; further: potency means the concentration at half of the fitted maximal effect; on the % scale 0 is the no-effect control and ±100 the full control effect; nearly all actives have a fitted effect of over 60% in size
#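 Nrf2 activity is the BugLite luminescence, read 15 min after reagent at room temperature, following CellTiter-Fluor cytotoxicity readout (30 min, 37C). Compound titrations were applied for 18-24 h to 5000 A549 ARE_Fluc cells/well in 5% FBS OPTI-MEM.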
# EPAC2 ag: agonists of human EPAC2 (RAPGEF4); Q8WZA2; EPAC2 activation, biochemical qHTS; response scale: 100% = 6.5 mM cAMP response; Potency, µM (doses to about 154 µM), inactives show at the top dose activation, usual class: activators; actives 0.079% (n = 360,000); further: potency means the concentration at half of the fitted maximal effect; nearly all actives have a fitted effect of over 50% in size
# Target sequence (Q8WZA2 whole entry, looked up): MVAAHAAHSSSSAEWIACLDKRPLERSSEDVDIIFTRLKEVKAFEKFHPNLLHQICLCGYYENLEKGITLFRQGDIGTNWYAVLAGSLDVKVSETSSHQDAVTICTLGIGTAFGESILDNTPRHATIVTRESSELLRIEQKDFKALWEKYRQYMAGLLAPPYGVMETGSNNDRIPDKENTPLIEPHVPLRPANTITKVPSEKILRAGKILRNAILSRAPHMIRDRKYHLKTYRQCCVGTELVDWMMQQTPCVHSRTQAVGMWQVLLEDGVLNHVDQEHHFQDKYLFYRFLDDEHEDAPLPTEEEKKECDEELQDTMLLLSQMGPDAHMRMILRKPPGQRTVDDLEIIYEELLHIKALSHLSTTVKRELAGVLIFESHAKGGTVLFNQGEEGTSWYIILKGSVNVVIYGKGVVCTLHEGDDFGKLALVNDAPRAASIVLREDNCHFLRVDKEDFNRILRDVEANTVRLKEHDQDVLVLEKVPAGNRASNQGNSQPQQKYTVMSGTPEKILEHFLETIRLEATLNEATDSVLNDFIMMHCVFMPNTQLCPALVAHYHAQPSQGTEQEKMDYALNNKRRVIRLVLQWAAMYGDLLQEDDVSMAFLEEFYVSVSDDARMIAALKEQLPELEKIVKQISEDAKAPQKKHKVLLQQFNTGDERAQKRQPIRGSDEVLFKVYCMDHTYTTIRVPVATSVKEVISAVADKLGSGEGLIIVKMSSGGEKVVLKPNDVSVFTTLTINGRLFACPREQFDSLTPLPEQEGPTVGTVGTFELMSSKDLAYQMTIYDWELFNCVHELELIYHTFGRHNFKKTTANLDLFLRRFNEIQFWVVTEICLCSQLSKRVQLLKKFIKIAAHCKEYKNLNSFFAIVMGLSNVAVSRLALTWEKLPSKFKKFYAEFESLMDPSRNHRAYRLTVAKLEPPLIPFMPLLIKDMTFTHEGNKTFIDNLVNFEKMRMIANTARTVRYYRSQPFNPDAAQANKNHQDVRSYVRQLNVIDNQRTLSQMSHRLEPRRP
#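 EPAC2 (100 nM) mixed with Rap1B loaded with BODIPY-GDP (250 nM) plus 50 uM unlabeled GDP; compounds pinned in, 5 min RT, then read every 5 min for 30 min (ex 480, em 540 nm). Normalized to cAMP control.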
# Nrf2 activator: activates Nrf2 signaling. AREc32 ARE-luciferase reporter (MCF7-derived line), luminescence, 24 h. Potency, µM (top dose mostly 46.1 µM), for the others: top-dose activation, hits mostly activators. actives 0.31% (n = 410,000); further: potency means the concentration at half of the fitted maximal effect; % of control where 0% means no effect; nearly all actives have a fitted effect of over 65% in size
#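 ARE activation measured as luciferase luminescence (Steady-Glo, 30 min RT) in AREc32_Fluc cells after 24 hr compound exposure at 37 deg C, 5% CO2; cells seeded overnight at 1000/well in OPTI-MEM, 5% FBS.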
# TGFb inhibitor: inhibitors of TGF-b signaling. AID 588855. Potency, µM (titrated, usually from 46.1 µM), for inactives: top-dose activity, negative = inhibition, usual class: inhibitors. HepG2 CAGA-GFP TGF-b/SMAD3 reporter, GFP fluorescence, 18 h; TGF-beta stimulated, 500 pg/mL final. actives 1.2% (n = 410,000); further: potency means the concentration at half of the fitted maximal effect; on the % scale 0 is the no-effect control and ±100 the full control effect; nearly all actives have a fitted effect of over 65% in size
#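 TGF-beta reporter screen: HEPG2 CAGA-GFP, 1% FBS, 500 pg/mL TGF-beta final, 18 h; per-cell GFP summed per well; curves fitted and categorized by class.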
# Akt phos inh: blocks phosphorylation of Akt; Neuro2A IGF-stimulated pAkt S473 HTRF, 20 min; stronger effect = lower value; activity change, % for hits at 50 µM; actives 0.32% (n = 360,000); in the data active means activity change below about -80%; inconclusive means mostly about -51% to -80%; further: on the % scale 0 is the no-effect control and ±100 the full control effect
#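 Neuro2A cells in DMEM with 0.5% FBS, overnight at 37 deg C, given compound at single 50 µM final, then IGF (6 nM final) for 20 min at 37 deg C. Lysed; phospho-Akt Ser473 by HTRF after 24 h, 665/615 ratio.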
# CCT chaperon mod: cytosolic chaperonin activity modulation | purified chaperonin ATPase assay, HTRF ADP detection, 30 min | activity change, % (no concentration beside the values), hits read low | actives 0.3% (n = 360,000) | AID 651819; in the data active means activity change below about -30%; further: on the % scale 0 is the no-effect control and ±100 the full control effect
#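 First, chaperonin was dispensed at 40 nM or 20 nM final depending on batch activity. Next, compounds were pinned at 76 uM and ATP added at 10 uM. After 30 min at 37 °C, ADP detection reagents ran 30 min at ambient temperature.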
# EPAC2 antagonist: blocks human EPAC2 exchange factor | AID 720708 | Potency, µM (top dose mostly 114 µM), for the others: top-dose activity, negative = inhibition, actives largely listed as inhibitors | EPAC2 GEF exchange of Rap1B-BODIPY-GDP, fluorescence | Q8WZA2 | actives 0.18% (n = 360,000); further: potency means the concentration at half of the fitted maximal effect; on the % scale 0 is the no-effect control and ±100 the full control effect; nearly all actives have a fitted effect of over 45% in size; many of its hits are not listed in these tables
# A549 tox: A549 cytotoxicity, counter-screen for Nrf2 inhibitors. A549 ARE-Fluc cells, CellTiter-Fluor viability, 18-24 h. Potency, µM (titrated, usually from 46 µM), without a hit: at the top dose activity change, negative = cytotoxicity, usual class: inhibitors. actives 0.16% (n = 390,000); further: potency means the concentration at half of the fitted maximal effect; on the % scale 0 is the no-effect control and ±100 the full control effect
#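 Cytotoxicity counterscreen: CellTiter-Fluor fluorescence was measured in A549 ARE_Fluc cells after 18-24 h of compound exposure in a concentration series. The subsequent BugLite luminescent read reports ARE-luciferase activity.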
# MmCpn inh: M. maripaludis TRiC chaperonin inhibition | actives 0.031% (n = 330,000) | AID 504842 | Potency, µM (top dose mostly 76.9 µM), for inactives: top-dose activity, negative = inhibition, actives largely listed as inhibitors | purified Mm-Cpn ATPase, ADP Transcreener TR-FRET; further: potency means the concentration at half of the fitted maximal effect; on the % scale 0 is the no-effect control and ±100 the full control effect; nearly all actives have a fitted effect of over 80% in size
#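 Compound-treated chaperonin, 25 nM final, turns over 10 uM ATP at 37°C for 30 min following a 10 min preincubation; ADP generated competes with ADP-d2 for Eu-cryptate antibody, lowering FRET.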
# Numbers without * were called inactive; i = inactive; ? = inconclusive; . = not tested or not shown; & = joins results of further samples; [ ] = dose if it differs, or a comment. Unless noted, the call rests on the fitted dose curve; in most records, active means well fitted curve in the direction sought with a large enough effect; inconclusive means small, poorly fitted or top-dose-only effect, or another doubt; inactive means no such curve, though single readings can be large; an effect the other way counts as inactive or inconclusive. These rows are one share of the data; the hit share may differ from the screen's.
smiles	Nrf2 block	EPAC2 ag	Nrf2 activator	TGFb inhibitor	Akt phos inh	CCT chaperon mod	EPAC2 antagonist	A549 tox	MmCpn inh
CC1=C(c2ccccc2)C=NNCC1=O	16%	7%	0.9%	-2%	i	-1.9	-3%	2%	.
O=C(NCc1ccccc1OC(F)(F)F)C1CCC(=O)N(CCCN2CCOCC2)C1 (stereo not given)	.	2%	7.4%	0%	i	-1.2	4%	.	.
CCN(c1ccc(N=Cc2c(O)n(Cc3ccc(OC)cc3)c(=O)c3ccccc23)cc1)C(C)C	10%	?	0.2%	17%	i	-0.3	374%[activator]	-11%	1%
Cc1ccc(C2C(C#N)=C(N)Oc3cc(N)ccc32)cc1 (stereo not given)	-13%	11%	-0.8%	-20%	i	-2.7	-20%	0%	1%
COc1ccccc1CNC(=O)[C@@H]1CCCN1S(=O)(=O)c1ccc(Cl)cc1	-24%	6%	0.0%	25%	i	-1.8	-4%	-17%	0%
O=C(O)CCN(CCC(=O)O)c1ccccc1	-18%	-5%	0.0%	-2%	i	-0.8	12%	-11%	1%
COc1ccc(N2Cc3cccc(C(=O)Nc4cccc(F)c4)c3C2=O)cc1	12%	.	0.2%	27%	.	.	.	8%	.
CN(Cc1ccccc1)Cc1c(O)ccc2ccccc12	-24%	17%	5.6%	?	i	-3.5	-19%	-1%	0%
CCn1c(O)c(C=Nc2ccccc2)sc1=S	?	6%	7.2%	-6%	i	0.3	0%	?	5%
CCc1ccccc1NC(=O)CCCn1c(=O)c2cccn2c2ccccc21	13%	.	1.4%	?	.	.	.	1%	.
Cc1ccc(C)c(C(=O)COC(=O)c2cc(Cl)nc3ccccc23)c1	8%	10%	0.4%	-1%	i	-3.2	5%	2%	0%
O=C1OC(N2C(=O)CC[C@H]2C(=O)NCC2CCCO2)c2ccccc21 (stereo not given in full)	6%	7%	-0.8%	1%	i	0.0	13%	1%	-2%
COc1cccc(OCCNc2cc(N3CCOCC3)ccc2[N+](=O)[O-])c1	18%	15%	3.5%	0%	i	-1.8	4%	-8%	2%
COC(=O)c1ccc(COC(=O)C2CC(O)CN2S(=O)(=O)c2ccc([N+](=O)[O-])cc2)cc1 (stereo not given)	12%	10%	5.7%	?	i	-0.7	-5%	-8%	0%
COc1ccc([C@H]2CC(=O)C[C@@H](CCn3cc(-c4ccccc4)nn3)O2)cc1	.	3%	-0.5%	.	i	-3.1	3%	.	.
CSc1ncccc1C(=O)OCC(=O)Nc1ccc2c(c1)OCO2	4%	11%	-0.5%	-4%	i	-6.5	-3%	2%	-12%
Cc1ccc(C)c(S(=O)(=O)N2CCN(C(=O)c3ccccc3Cc3ccccc3)CC2)c1	-9%	17%	-0.6%	?	i	0.6	-10%	3%	0%
CCOC(=O)c1sc2ccccc2c1S(=O)(=O)Nc1c(C)cccc1C	?	.	8.1%	?	.	.	.	14%	.
NCCCCCC(=O)O	1%	0%	0.0%	-5%	i	-1.0	5%	-6%	4%
Nc1nc(NCc2ccco2)nn1-c1ccccc1	?	-2%	-0.1%	-5%	i	1.1	11%	13%	-2%
CN(C(=O)COC(=O)/C=C/c1ccc(Cl)c(Cl)c1)c1c(N)n(Cc2ccccc2)c(=O)[nH]c1=O	?	-12%	2.9%	-16%	i	-2.9	4%	-2%	0%
O=C(CNS(=O)(=O)c1ccc(Br)cc1)N1CCN(c2ccc(F)cc2)CC1	.	11%	0.0%	-21%	i	-0.8	-3%	-7%	?
O=C(COC(=O)c1cc(S(=O)(=O)N2CCOCC2)ccc1Cl)NCc1ccccc1	9%	4%	0.0%	-6%	i	-3.5	8%	-2%	-10%
CC1CCN(c2nc3ccccc3nc2SCC(=O)Nc2ccccc2C(C)C)CC1	?	.	-0.9%	-26%	.	.	.	-2%	.
CCOc1ccccc1NC(=O)Cn1c(=O)n(Cc2ccco2)c(=O)c2ccc(C(=O)NC3CCCC3)cc21	14%	.	-1.1%	7%	.	.	.	4%	.
Cc1cccc(CNC(=O)c2ccc(Cn3c(SCc4ccccc4)nc4cccnc43)cc2)c1	17%	.	4.8%	-23%	.	.	.	4%	.
C=CCn1c(-c2ccc(Cl)cc2)c[nH]c1=S	?	5%	4.5%	-11%	i	-3.0	2%	-18%	-18%
C#Cc1ccc(NC(=O)C2(C)CCN2C(=O)C2(c3ccccc3)CCCC2)cc1 (stereo not given)	.	2%	1.2%	?	i	0.3	-14%	.	.
COC(=O)c1ccc(COc2ccccc2/C=C/C(=O)c2ccc(OCC(=O)O)cc2)cc1	2%	-6%	18µM*	?	i	2.5	18%	-1%	-3%
CCCc1nc2ccc(NC(=O)NCCC(=O)OCC)cc2c(=O)n1Cc1ccc(Cl)cc1	-25%	-6%	-0.4%	0%	i	-2.6	0%	-8%	0%
CC(Oc1cccc(Cl)c1)C(=O)NC1CC(C)(C)NC(C)(C)C1 (stereo not given)	0%	-2%	0.1%	-3%	i	-3.3	5%	2%	-1%
S=C(Nc1ccc(Cl)cc1)N1CCOCC1	1%	3%	0.0%	-4%	i	0.2	-14%	0%	.
CSc1ccc(/C=N/N2CCN(Cc3ccc(Cl)cc3)CC2)cc1	?	2%	0.4%	-4%	i	-1.5	-4%	1%	0%
CCOC(=O)C1CCN(c2nc3ccccc3nc2C(C#N)C(=O)OCCOC)CC1 (stereo not given)	10%	-32%[inhibitor]	0.2%	-8%	i	-1.7	-5%	-5%	-9%
CC1CCCCC12NC(=O)N(CC(=O)OCc1cccc(F)c1)C2=O (stereo not given)	2%	2%	-0.6%	-22%	i	2.8	-12%	2%	1%
Cn1cc(S(=O)(=O)N2CCCC2)cc1C(=O)NCc1ccc(Cl)cc1	-8%	8%	1.8%	1%	i	-0.6	-2%	17%	-3%
Cc1c(C)c([N+](=O)[O-])c(C)c(C)c1N	-15%	12%	-0.2%	-3%	i	-1.9	0%	?	.
O=C(N/N=C/c1ccccn1)c1sc2ccccc2c1Cl	-5%	0%	?	?	i	0.6	-28%	-7%	1%
COc1cccc(CNS(=O)(=O)/C=C/c2ccc(OC)c(OC)c2)c1	-3%	11%	0.5%	8%	i	0.2	-5%	0%	3%
CC(=O)c1cccc(NC(=O)C2=CC(c3ccc4c(c3)OCO4)=NS(=O)(=O)N2C)c1	?	7%	2.2%&4.2%	4%&-21%	i	0.5	1%	-10%&-1%	-4%
Cc1ccc(N2C(=O)c3cccc4c([N+](=O)[O-])ccc(c34)C2=O)c2cccnc12	22%	2%	-0.4%	0%	i	0.3	11%	-3%	0%
COc1ccc(NC(=O)Cn2nnc(C(=O)NCc3ccco3)c2N)c(OC)c1	0%&1%	-5%	-0.5%&0.6%	1%&2%	i	-1.7	0%	1%&11%	0%
CN1CCN(c2sc(S(C)(=O)=O)nc2S(=O)(=O)c2ccc(Cl)cc2)CC1	?	-2%	?	-19%	i	-2.3	-5%	-5%	0%
Nc1c(S(=O)(=O)c2ccccc2)csc1C(=O)O	28%	3%	-0.8%	3%	i	0.6	6%	-4%	-5%
COc1ccc(CCN2C(=O)CSC2c2cccc([N+](=O)[O-])c2)cc1OC (stereo not given)	?	15%	0.3%	-2%	i	0.1	4%	-12%	-1%
CC(C)(C)n1cnc2cc(NC(=O)c3ccco3)ccc21	?	11%	0.3%	33%[activator]	i	-5.0	1%	0%	1%
CC1(C(=O)Nc2ccccc2)Cc2ccccc2C(=O)O1 (stereo not given)	0%	1%	0.2%	9%	i	-5.0	-1%	0%	-4%
N#Cc1ccc(-c2cccnc2)nc1SCc1ccc(Cl)cc1Cl	-27%	-4%	-0.9%	0%	i	-1.8	6%	-3%	-1%
COc1ccc(-c2cc(C(F)(F)F)nc(SCC(=O)N3CCCCC3C)n2)cc1OC (stereo not given)	9%	.	-0.1%	3%	.	.	.	-3%	.
CC(C)(C)c1ncc(S(=O)(=O)c2ccc(C(F)(F)F)cn2)c(N)n1	-16%	3%	0.0%	16%	i	-1.6	0%	8%	-4%

# Not a retest: an excerpt of the list.
smiles	Nrf2 block	EPAC2 ag	Nrf2 activator	TGFb inhibitor	Akt phos inh	CCT chaperon mod	EPAC2 antagonist	A549 tox	MmCpn inh
CSc1ccc(/C=N/N2CCN(Cc3ccc(Cl)cc3)CC2)cc1	?	2%	0.4%	-4%	i	-1.5	-4%	1%	0%
CCOC(=O)C1CCN(c2nc3ccccc3nc2C(C#N)C(=O)OCCOC)CC1 (stereo not given)	10%	-32%[inhibitor]	0.2%	-8%	i	-1.7	-5%	-5%	-9%
CC1CCCCC12NC(=O)N(CC(=O)OCc1cccc(F)c1)C2=O (stereo not given)	2%	2%	-0.6%	-22%	i	2.8	-12%	2%	1%

# The listing continues.
smiles	Nrf2 block	EPAC2 ag	Nrf2 activator	TGFb inhibitor	Akt phos inh	CCT chaperon mod	EPAC2 antagonist	A549 tox	MmCpn inh
Cn1cccc1Cc1nnc(SCC(=O)NCc2ccc3c(c2)OCO3)n1CCc1ccccc1	21%	2%	0.0%	9%	i	-1.5	0%	-9%	-3%
CCN(c1ccc(NC(=O)CN2C(=O)NC3(CCOc4ccccc43)C2=O)cc1)C(C)C (stereo not given)	10%	1%	-0.6%	-3%	i	-1.1	-7%	-1%	1%
CCOCCCn1cc(C(=O)c2cc(Br)ccc2O)cc(C#N)c1=O	-12%	3%	1.0%	?	i	1.4	11%	-3%	-11%
CCOC(=O)CCCCNCc1ccccc1	4%	7%	0.3%	-11%	i	2.5	5%	0%	-2%
Clc1ccc(SCCOCCN2CCc3ccccc3C2)cc1	17%	18%	8.0%	?	i	-0.3	0%	0%	?
